# Assay outcomes: PubChem BioAssay, National Center for Advancing Translational Sciences (NCATS)
# GAA glycogen – inhibitors or activators of human alpha-glucosidase glycogen cleavage; P10253; recombinant GAA, glycogen substrate, Amplex Red glucose oxidase fluorescence; Potency, µM (doses to about 76.4 µM), inactives show top-dose activity change, negative = inhibition, actives largely listed as inhibitors; 300,000 tested, 0.38% active;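 note: 0% = full enzyme reaction and -100% = no-enzyme basal signal; the screen sought inhibitors and activators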
#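 Recombinant human alpha-glucosidase (4 nM final) hydrolysed bovine liver glycogen (30 ug) for 40 min at 37 C in pH 5.0 citrate/phosphate with 0.01% Tween-20. Released glucose detected by glucose oxidase/Amplex Red, Ex 573/Em 610 nm. Compounds up to 77 uM; AC50 from Hill fits.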
# L3MBTL1 inh – L3MBTL1 (human) inhibition; AlphaScreen L3MBTL1–H3K9me1 peptide binding; Potency, µM (highest dose often 57.1 µM), without a hit: top-dose activity, negative = inhibition, actives largely listed as inhibitors; 230,000 tested, 0.66% active; Q9Y468; AID 485360; note: nearly all actives have a fitted effect of over 60% in size
#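 Read-out is AlphaScreen signal from streptavidin donor and nickel chelate acceptor beads (10 ug/mL final each) bridging L3MBTL1 (50 nM) and biotinylated K9-monomethylated H3(1-15) peptide (75 nM), after 30 min compound exposure at room temperature.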
# GAA inh – blocks human lysosomal alpha-glucosidase. AID 1466. 200,000 tested, 0.005% active. purified human GAA, 4-MU-alpha-glucoside fluorescence. P10253. Potency, µM (doses to about 76.9 µM), for the others: top-dose activity change, negative = inhibition, most hits filed as inhibitors;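 note: plate controls were uninhibited enzyme wells for no effect and no-enzyme background for full effect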
#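 AC50 values come from Hill fits of compound titrations (up to 77 uM) against 4 nM human enzyme. Substrate 4-methylumbelliferyl-alpha-D-pyranoside at 400 uM, pH 5.0 citrate buffer, 20 min room temperature; fluorescence Ex 365/Em 440 after alkaline stop.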
# RECQ1 inh – inhibitors of human RECQ1 DNA helicase | P46063 | RECQ1 DNA unwinding, red fluorescence kinetic read | Potency, µM (highest dose often 57.3 µM), for the others: top-dose activity, negative = inhibition, actives largely listed as inhibitors | 240,000 tested, 0.54% active;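 note: plate controls were vehicle for no effect and no enzyme for full effect; nearly all actives have a fitted effect of over 30% in size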
# Target sequence (P46063 whole entry, looked up): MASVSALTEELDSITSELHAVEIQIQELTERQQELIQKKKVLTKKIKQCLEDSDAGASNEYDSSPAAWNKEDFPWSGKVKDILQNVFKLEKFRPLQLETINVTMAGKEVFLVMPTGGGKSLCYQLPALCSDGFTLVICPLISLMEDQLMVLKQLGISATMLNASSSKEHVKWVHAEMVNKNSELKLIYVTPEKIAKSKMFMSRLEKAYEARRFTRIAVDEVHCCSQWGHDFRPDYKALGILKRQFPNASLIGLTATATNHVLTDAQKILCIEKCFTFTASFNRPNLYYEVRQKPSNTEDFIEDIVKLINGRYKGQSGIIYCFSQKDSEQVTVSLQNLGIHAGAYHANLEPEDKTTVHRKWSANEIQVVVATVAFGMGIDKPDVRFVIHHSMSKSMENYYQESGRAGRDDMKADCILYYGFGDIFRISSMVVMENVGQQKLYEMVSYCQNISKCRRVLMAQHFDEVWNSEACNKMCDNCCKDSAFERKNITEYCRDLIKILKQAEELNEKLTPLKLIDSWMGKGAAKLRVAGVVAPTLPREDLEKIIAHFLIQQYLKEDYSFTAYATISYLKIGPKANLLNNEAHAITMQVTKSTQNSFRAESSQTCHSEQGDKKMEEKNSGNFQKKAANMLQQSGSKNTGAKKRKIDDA
#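 50 nM RECQ1T1 preincubated 15 min with compound in Tris pH 8.0 buffer with MgCl2, DTT, Tween-20 and 2.5 ug/ml poly(dI-dC); started with 200 nM TAMRA/BHQ-2 forked duplex and 2 mM ATP. Unwinding read as fluorescence (525/598 nm), two reads 2 h apart.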
# RGS12 GoLoco inh – blocks human Gai1 binding to RGS12 GoLoco peptide, red readout. Potency, µM (top dose mostly 61.6 µM), inactives show at the top dose activity, negative = inhibition, usual class: inhibitors. Gai1:RGS12 GoLoco peptide FP, rhodamine, 10 min. P63096. 230,000 tested, 0.44% active. AID 880; active = well fitted inhibition curve with a large enough effect, not every such curve was filed as active; inactive = no such curve, though single readings can be large or run the other way; note: nearly all actives have a fitted effect of over 30% in size; many of its hits are not listed in these tables
# TR SRC2 fluor cs – counter-screen for TRb-SRC2 inhibitors: fluorescence interference. TRb/SRC2 Texas Red total fluorescence interference. Potency, µM (doses to about 106 µM), without a hit: at the highest dose fluorescence change, negative = quenching. 280,000 tested, 0.29% active. AID 1479; active = well fitted curve in either direction with a large enough effect; inconclusive = small, poorly fitted or top-dose-only effect
#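 Human TRβ ligand-binding domain (0.6 uM) and Texas Red SRC2 peptide (20 nM) in Tris buffer with 1 uM T3 and 5% DMSO were incubated with pinned compound for 5 hr at ambient temperature. Total fluorescence was computed as S + 2P (555/632 nm).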
# GAA spleen mod – inhibits or activates alpha-glucosidase in human spleen homogenate. P10253. human spleen homogenate, 4-MU-alpha-glucoside fluorescence. Potency, µM (top dose mostly 79.9 µM), for the others: top-dose activity change, negative = inhibition, hits mostly inhibitors. 240,000 tested, 0.006% active. AID 2112;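 note: 0% = enzyme with vehicle and -100% = no enzyme basal signal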
#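 Compounds were titrated against alpha-glucosidase in spleen homogenate at pH 5.0, with 1 mM 4-methylumbelliferyl substrate for 40 min at 37 C. Reactions were quenched with pH 10 NaOH/glycine and fluorescence measured.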
# TRb-SRC2 inh – inhibitors of human thyroid hormone receptor beta-SRC2 interaction; P10828; TRbeta-SRC2 peptide binding, fluorescence polarization; receptor liganded with 1 µM T3; Potency, µM (series often up to 106 µM), for the others: top-dose activity change, negative = inhibition, actives largely listed as inhibitors; 280,000 tested, 0.065% active; AID 1469;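 note: plate controls were bound peptide for no effect and peptide without receptor for full effect; nearly all actives have a fitted effect of over 50% in size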
# Target sequence (P10828 whole entry, looked up): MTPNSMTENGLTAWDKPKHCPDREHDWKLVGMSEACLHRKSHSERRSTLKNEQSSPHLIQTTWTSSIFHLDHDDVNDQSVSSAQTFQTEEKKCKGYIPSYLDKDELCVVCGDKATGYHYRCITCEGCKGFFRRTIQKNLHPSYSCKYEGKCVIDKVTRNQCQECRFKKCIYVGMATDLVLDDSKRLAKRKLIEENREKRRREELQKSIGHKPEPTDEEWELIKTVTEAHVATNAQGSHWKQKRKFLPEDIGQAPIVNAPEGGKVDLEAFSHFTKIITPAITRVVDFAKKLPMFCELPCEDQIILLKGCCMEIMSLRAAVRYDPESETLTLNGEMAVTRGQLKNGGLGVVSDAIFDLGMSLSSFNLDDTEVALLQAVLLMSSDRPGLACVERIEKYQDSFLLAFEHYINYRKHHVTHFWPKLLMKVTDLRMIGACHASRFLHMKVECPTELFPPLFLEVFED
#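 Assay buffer: 20 mM Tris-HCl, 100 mM NaCl, 10% glycerol, 1 mM EDTA, 0.01% NP-40, 1 mM DTT, 1 uM T3, 5% DMSO; TRb LBD 0.6 uM, Texas Red SRC2 20 nM; FP after 5 hr.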
# Active calls of the source: *; i = inactive; ? = inconclusive; . = no result given; & = joins results of further samples; [ ] = remark or other dose. Unless noted, calls come from the whole dose curve; as a rule, active = well fitted curve in the direction sought with a large enough effect; inconclusive = small, poorly fitted or top-dose-only effect, or another doubt; inactive = no such curve, though single readings can be large; an effect the other way counts as inactive or inconclusive. Unless noted, % is set by controls: 0 for no effect and ±100 for the full control effect; potency is the fitted concentration of half-maximal effect. Some of the compounds tested; rates above refer to the full screens.
Molecule | GAA glycogen | L3MBTL1 inh | GAA inh | RECQ1 inh | RGS12 GoLoco inh | TR SRC2 fluor cs | GAA spleen mod | TRb-SRC2 inh
N#Cc1cn(CC(=O)N2CCc3ccccc3C2)c2ccccc12 | -6% | 2% | 4% | -4% | 10% | 3% | 1% | 4%
Cn1nnnc1SCC(=O)NCc1cccs1 | 5% | 7% | -1% | -8% | 6% | 1% | 3% | -7%
CC[C@H](C)[C@H](NC(N)=O)C(=O)Nc1ccc(S(=O)(=O)NC(C)C)cc1 | 4% | . | . | -6% | 0% | -1% | -6% | -6%
O=C(Nc1ccccc1)Nc1ccccc1C(=O)NCC1CC1 | 3% | 6% | -6% | -12% | 4% | -5% | 7% | 2%
Brc1cc(Cc2nnc(-c3ccccc3)o2)c(Br)s1 | 9% | 80%[activator] | -12% | i | -6% | -7% | -16% | 4%
COc1ccc(CNC(=O)c2ccc3c(c2)NC(=O)C(C)S3)cc1 (stereo unspecified) | 5% | -9% | ? | -6% | 13% | -2% | -6% | 6%
COC(=O)[C@@H]1C[C@@]2(O)[C@@H](O)[C@@H](O)[C@@H](O)C[C@H]2N1Cc1cc(F)ccc1F | . | . | . | -3% | -24% | -8% | 13% | 1%
CC(/C=C/C=C/c1ccccc1)=N/NC(=O)c1ccc2c(c1)OCCO2 | 5% | 1% | -3%[15.4 µM] | -6% | 10% | -2% | 8% | -3%
CNCCOc1ccccc1OC(C)C | 3% | 3% | -1% | i | 6% | 1% | -1% | 4%
Cc1nn(-c2ccccc2)c(C)c1/C=N/N1CCN(Cc2ccccc2)CC1 | . | . | . | -8% | -6% | -2% | 0% | -2%
CCCC(=O)Nc1ccc(C(=O)Nc2cccc(OC)c2)cc1 | 4% | -6% | 1% | 1% | 4% | -4% | 3% | -6%
Cc1ccc(NC(=O)N2CCN(C/C=C/c3ccccc3)CC2)cc1 | -8% | -13% | 2% | i | 16% | 1% | 1% | 14%
Cc1nsc(N)c1C(=O)O | 4% | 2% | . | -3% | 5% | -1% | 2% | 12%
COc1ccc(OCC(=O)N/N=C(\C)c2cc3ccccc3o2)cc1 | 15% | -8% | -4% | -9% | 5% | 1% | -5% | -5%
O=C(CSc1nc2sc3c(c2c(=O)[nH]1)CCCC3)NCCO | 1% | 26% | 7% | 13% | 44%[activator] | -4% | 15% | -5%
Cc1ccc(CN2CCNC(=O)C2CC(=O)N(C)CCc2ccccc2)cc1 (stereo unspecified) | 10% | 0% | 3% | -1% | 10% | -8% | 2% | -3%

# Compound profiles, as listed above. Screens in order: GAA glycogen | L3MBTL1 inh | GAA inh | RECQ1 inh | RGS12 GoLoco inh | TR SRC2 fluor cs | GAA spleen mod | TRb-SRC2 inh
# Record of `O=C(CSc1nc2sc3c(c2c(=O)[nH]1)CCCC3)NCCO` : 1% | 26% | 7% | 13% | 44%[activator] | -4% | 15% | -5%
# Record of `Cc1ccc(CN2CCNC(=O)C2CC(=O)N(C)CCc2ccccc2)cc1` (stereo unspecified) : 10% | 0% | 3% | -1% | 10% | -8% | 2% | -3%

# Other entries follow:
Molecule | GAA glycogen | L3MBTL1 inh | GAA inh | RECQ1 inh | RGS12 GoLoco inh | TR SRC2 fluor cs | GAA spleen mod | TRb-SRC2 inh
CCOC(=O)COc1ccc(C(=O)c2ccccc2)c(O)c1 | -5% | 9% | 4% | -8% | -4% | -1% | 7% | 10%
O=C(NCCNc1nccc(C(F)(F)F)n1)c1cccs1 | 1% | 7% | . | -2% | 4% | 0% | -2% | -1%
COC(CN1C(=O)C(O)=C(C(C)=O)C1c1ccccn1)OC (stereo unspecified) | -1% | -8% | 2% | -6% | 5% | -1% | -3% | -1%
CCOC(=O)C(NC(C)=O)(NC(C)C)C(F)(F)F (stereo unspecified) | 7% | 2% | . | -5% | 0% | -6% | 5% | 3%
O=C(NNC(=O)c1ccncc1)NC1CCCCC1 | 2% | 56%[activator] | 9% | i | 7% | 0% | 6% | -8%
Cc1nc2n(c(=O)c1CCN1CCC(c3noc4cc(F)ccc34)CC1)CCCC2 | 3% | . | -4%[15.4 µM] | 1% | 9% | -4% | 9% | 4%
O=C(C1CCN(S(=O)(=O)c2cccnc2)CC1)N1CCCCC1 | 6% | . | 0% | -14% | 0% | -2% | -14% | 3%
Cc1[nH]nc2c1C(c1ccco1)C(C#N)=C(N)O2 (stereo unspecified) | 0% | 6% | 7% | -2% | 5% | 0% | -11% | -5%
CCc1ccccc1NC1=NCC(=O)N1Cc1ccc2c(c1)OCO2 | 0% | 14% | 1% | -3% | 3% | -2% | -1% | -14%
COc1ccccc1NC(=S)N(Cc1ccco1)Cc1cc2ccc(C)c(C)c2[nH]c1=O | 0% | -15% | -8% | -4% | 6% | 7% | -17% | -5%
CC1(C(=O)NC2CCCCCCC2)CCC(=O)N1Cc1ccco1 (stereo unspecified) | -4% | -6% | 2% | -5% | 3% | 1% | -1% | 1%
NC1=NC2(CCCCC2)N(c2ccc(F)cc2F)C(N)=N1 | 3% | 9% | -21% | -5% | 6% | 0% | 0% | 0%
Cn1nc(-c2ccc(Cl)cc2)c2cc(C(=O)NCC3CCCO3)sc21 (stereo unspecified) | -16% | -3% | -4%[15.4 µM] | -15% | 9% | -7% | -12% | 5%
Cc1ccc(S(=O)(=O)NC(=O)c2ccc(Br)o2)c(C)c1 | 10% | 4% | 2% | i | -3%[88.7 µM] | 1%&0% | 11%[119 µM] | 2%&1%
CCC(=O)N1CCN(c2ccc(NC(=S)NC(=O)c3ccc(OC)c([N+](=O)[O-])c3)cc2)CC1 | ? | -18% | 0% | i | 10% | -1% | 3% | -3%
COc1ccccc1OCc1csc(N)n1 | 7% | -7% | 6% | -11% | -5% | 0% | -5% | 6%
N#Cc1c(C(F)(F)F)cc(C2CC2)nc1N1CCCC1 | -1% | 127%[activator] | ? | -11% | 6% | -6% | 5% | -2%
Cc1ccccc1CSc1nnc(-c2ccncc2)o1 | -14% | 5%[11.4 µM] | 3% | -6% | -8% | -4% | -3% | 0%
CCCc1cc(=O)[nH]c(SCC(=O)Nc2sc3c(c2C#N)CCC(C)C3)n1 (stereo unspecified) | 5% | -1% | 5% | i | 59%[activator] | 0% | -2% | 2%
CCNC(=S)N/N=C1\CCCCc2ccccc21 | 7% | -6% | 3% | -1% | 0% | -1% | -4% | -6%
COC(=O)C1=C(C)NC(C)=C([N+](=O)[O-])[C@@H]1c1ccccc1C(F)(F)F | . | . | . | -3% | 5%&0% | -22%&-1% | -5%&9% | 0%&-2%
CN1CCN(NC(=O)CSc2ccc(Cl)cc2Cl)CC1 | 0% | 14% | -4% | i | -2% | -2% | 0% | 3%
CCOC(=O)c1cc(CC)sc1/N=C/C1=C(O)CC(C)(C)CC1=O | 11% | -1% | -1% | ? | 18% | -1% | -3% | 1%
COc1cccc([C@@H]2Oc3ccc(OC)cc3C(=O)[C@H]2OC(=O)N[C@H]2CCCc3ccccc32)c1 | . | . | . | 13% | 2% | -3% | 6% | -7%
O=C(NC(=S)NNC(=O)[C@H]1C[C@@H]1c1ccccc1)c1ccc(F)cc1 | -12% | 13% | -15% | i | 9% | -1% | -2% | -2%
CCCN1CCC(NC(=O)Nc2ccccc2C(=O)OC)CC1 | -4% | . | -9% | -2% | 4% | -3% | -6% | 5%
Cc1ccc(NC(=O)C2(C)Cc3ccccc3C(=O)O2)cc1 (stereo unspecified) | -2% | 15% | 3% | i | -3% | 1% | 4% | 0%
COc1cc(C(=O)C(=O)c2ccc(O)c(OC)c2)ccc1O | -1% | -3% | . | -4% | -3% | -3% | -9% | 0%
COc1ccc(S(=O)(=O)N2CCc3cc(OC)c(OC)cc3C2)cc1 | -5% | . | . | -2% | 4% | -1% | 1% | -6%
Cc1sc(-n2c(C)cc(/C=N/n3cnnc3)c2C)c(C#N)c1C | 10% | -4% | -1% | -5% | . | -1% | -1% | 8%
CCCCNC(=O)c1onc(CSc2cc(C)cc(C)c2)c1C(=O)O | 15% | 8% | 3% | i | 8% | 1% | -2% | 2%
COC(=O)c1ccc(Oc2nc(NC(C)C)nc(NC(C)C)n2)cc1 | -5% | . | . | -1% | -7% | -1% | 0% | 3%
COC(=O)Cc1[nH]nc2c1C(c1ccc(O)c(OC)c1)C(C#N)=C(N)O2 (stereo unspecified) | ? | . | . | 6% | -3% | 1% | 6% | 4%
CCN(CC)Cc1c(O)ccc2occ(C(=O)c3ccc(OC)cc3)c12 | 2% | -7% | 9% | -4% | -2% | -1% | -12% | -17%
N#C/C(=C\c1ccc(N2CCCCC2)o1)C(N)=O | ? | -16% | -11% | -6% | -5% | 5% | 2% | -9%
CN1C(=O)CC(NNC(=O)c2ccccc2)C1=O (stereo unspecified) | 3% | -1% | 8% | i | 12% | 3% | 3% | -8%
Cc1ccccc1CSCCNC(=O)CCSc1ccccc1 | -6% | 8% | -1% | -7% | -2% | -4% | -1% | -9%
CC(=O)Nc1c([N+](=O)[O-])cc(C)c(Cl)c1[N+](=O)[O-] | -10% | 10% | -5% | -6% | 4% | 1% | . | 4%
CC(C)Oc1ccc(N2CC(C(=O)Nc3ccc(N4CCOCC4)cc3)CC2=O)cc1 (stereo unspecified) | 0% | -12%[11.4 µM] | 0% | 6% | -12% | -2% | -4% | -1%
COc1ccc(CN2CC(C(=O)NCC3CCCO3)CC2=O)cc1 (stereo unspecified) | -6% | . | 9% | -2% | 3% | -4% | -4% | 11%
O=C(c1n[nH]c2ccccc12)N1CCN(S(=O)(=O)c2ccc3ccccc3c2)CC1 | -9% | . | ? | i | -14% | -1% | -16% | -11%
CC(C)c1ccc(S(=O)(=O)/N=C2/C=C(Sc3ncn[nH]3)C(=O)c3ccccc32)cc1 | ? | ? | -7% | 0% | -40% | 1% | -9% | -19%
c1ccc(-c2nnc(-c3c[nH]c4ccccc34)nc2-c2ccccc2)cc1 | -2% | . | -8% | -19% | -8% | -3% | -12% | -16%
COc1ccc(CCNC(=O)CCc2ccc(S(=O)(=O)NCC(C)C)cc2)cc1 | 6% | 5% | -4% | -3% | 3% | 0% | -7% | 1%
